Screening results: PubChem, Sanford-Burnham Center for Chemical Genomics
mIAP block: mouse IAP inhibition; AID 2806; inhibition, % at 10 µM; purified mouse IAP, CDP-Star luminescence, 30 min; 330,000 tested, 0.2% active;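 active = inhibition of at least 40% at 10 µM in the primary screen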;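 note: plate controls were DMSO with enzyme for no effect and no enzyme wells for full effect; values of inactives mirror those of a sister screen read the other way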
hIAP act: increases human intestinal alkaline phosphatase activity; purified human IAP, CDP-Star luminescence, 30 min; active compounds read high; 1 = vehicle-only enzyme, 0 = enzyme-free background; activation factor at 10 µM; 330,000 tested, 0.16% active;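 active = activation factor of the enzyme at least 2-fold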; note: the source names both 10 and 20 µM as test concentration; values of inactives mirror those of a sister screen read the other way
TIM10 inh: inhibits growth of TIM10 yeast strain; AID 463195; 330,000 tested, 1.4% active; inhibition, % at 10 µM; S. cerevisiae TIM10 strain growth, BacTiter-Glo luminescence, 24 h;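 active = inhibition of 40% or more at the single tested concentration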;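 note: wild-type TIM10 isogenic control strain grown at permissive 25 °C; 0% = DMSO yeast wells and 100% = minimal medium wells without yeast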
tim10-1 inh: growth inhibitors of tim10-1 mutant yeast; inhibition, % at 20 µM; 330,000 tested, 2.2% active; S. cerevisiae tim10-1 ts strain growth, BacTiter-Glo, 24 h; AID 463190;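 active = inhibition of at least 40%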;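 note: mutant grown at 25 °C; 0% = DMSO wells with yeast and 100% = wells holding no yeast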
Apaf-1 inh: blocks human Apaf-1 apoptosome activity; O14727; reconstituted apoptosome caspase-3 activity, DEVD-Rh110 fluorescence; AID 489030; inhibition, % at 20 µM; 330,000 tested, 0.71% active; active = inhibition of at least 40% at 20 µM;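 note: plate controls were DMSO wells for no effect and DEVD-CHO caspase inhibitor wells for full effect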
Target sequence (O14727 whole entry, looked up): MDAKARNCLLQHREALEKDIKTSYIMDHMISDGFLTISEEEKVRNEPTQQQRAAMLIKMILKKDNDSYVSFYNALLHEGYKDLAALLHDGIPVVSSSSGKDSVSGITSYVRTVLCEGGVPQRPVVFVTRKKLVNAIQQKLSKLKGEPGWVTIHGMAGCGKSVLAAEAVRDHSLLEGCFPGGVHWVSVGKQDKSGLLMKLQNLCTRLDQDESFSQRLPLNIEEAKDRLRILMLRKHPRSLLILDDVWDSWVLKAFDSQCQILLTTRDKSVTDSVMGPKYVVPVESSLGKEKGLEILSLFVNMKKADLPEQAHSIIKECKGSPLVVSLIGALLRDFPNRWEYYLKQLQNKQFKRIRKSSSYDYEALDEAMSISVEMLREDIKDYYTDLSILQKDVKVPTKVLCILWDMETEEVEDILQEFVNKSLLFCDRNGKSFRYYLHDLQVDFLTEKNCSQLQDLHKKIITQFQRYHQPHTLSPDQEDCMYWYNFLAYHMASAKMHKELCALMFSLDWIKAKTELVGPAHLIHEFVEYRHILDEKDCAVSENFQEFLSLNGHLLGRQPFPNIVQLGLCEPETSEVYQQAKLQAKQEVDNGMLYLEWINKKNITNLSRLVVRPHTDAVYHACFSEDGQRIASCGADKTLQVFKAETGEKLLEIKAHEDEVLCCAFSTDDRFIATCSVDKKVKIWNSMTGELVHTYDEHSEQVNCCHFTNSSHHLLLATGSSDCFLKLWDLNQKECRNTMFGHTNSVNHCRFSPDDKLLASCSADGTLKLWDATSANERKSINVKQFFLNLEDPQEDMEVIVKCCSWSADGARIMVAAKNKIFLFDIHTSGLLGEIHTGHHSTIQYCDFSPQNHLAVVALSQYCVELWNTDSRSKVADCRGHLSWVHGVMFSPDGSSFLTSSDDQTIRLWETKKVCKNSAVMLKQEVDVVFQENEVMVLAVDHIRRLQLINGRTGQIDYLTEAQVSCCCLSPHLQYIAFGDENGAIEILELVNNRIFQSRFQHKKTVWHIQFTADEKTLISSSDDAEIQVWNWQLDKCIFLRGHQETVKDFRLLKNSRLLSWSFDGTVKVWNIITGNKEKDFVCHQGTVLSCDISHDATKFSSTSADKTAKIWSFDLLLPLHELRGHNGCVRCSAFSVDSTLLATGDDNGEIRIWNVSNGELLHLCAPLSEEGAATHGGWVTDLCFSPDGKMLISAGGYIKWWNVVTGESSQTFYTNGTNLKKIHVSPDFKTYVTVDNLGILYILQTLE
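Material: biochemical Apaf-1 apoptosome reconstitution. Medium: Hepes buffer, pH 7.5. Also added: cytochrome c activation, bis-DEVD rhodamine 110 substrate. Timing: 30 min compound preincubation, 50 min activation, room temperature. Measured by: rhodamine 110 fluorescence at Ex 480/Em 540 nm.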
hIAP block: human IAP inhibition; P09923; purified IAP, CDP-Star luminescence, 30 min; inhibition, % at 10 µM; 330,000 tested, 0.12% active;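 active = inhibition reaching a set limit with compound at 10 µM in the primary screen, cut at about 35% in these data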;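 note: plate controls were DMSO wells with enzyme for no effect and no-enzyme buffer wells for full effect; values of inactives mirror those of a sister screen read the other way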
ATG4B inh: ATG4B (human) cysteine protease inhibition; Q9Y4P1; ATG4B cleavage of LC3-PLA2, NBD-HPC fluorescence, 1 h; inhibition, % at 8.33 µM; 340,000 tested, 0.51% active; AID 504462; in the data active = inhibition above about 40%
mIAP activ: increases mouse intestinal alkaline phosphatase activity; muIAP, CDP-Star luminescence, 30 min; active compounds read high; 1 = vehicle-only enzyme signal, 0 = enzyme-free wells; activation factor at 10 µM; 330,000 tested, 0.24% active; AID 2805;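 active = activation factor of at least 2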; note: the source names both 10 and 20 µM as test concentration; values of inactives mirror those of a sister screen read the other way
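also added = chemiluminescent substrate CDP-Star | test system = mouse IAP enzyme | signal = chemiluminescence readout | compound = DMSO-dissolved test compounds | incubation = 30 min at room temperature | benchmarks = DMSO wells, no-enzyme wells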
NLRP3 yeast inh: blocks the NALP3 inflammasome reconstituted in yeast. Yeast reconstituted NLRP3/ASC/caspase-1, beta-gal luminescence, 24 h. inhibition, % at 10 µM. 330,000 tested, 0.39% active;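 active = inhibition of 50% or more; inactive = inhibition below 50%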;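 note: plate controls were induced DMSO wells for no effect and uninduced yeast grown without galactose for full effect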
An asterisk follows results filed as active.

Value order: mIAP block	hIAP act	TIM10 inh	tim10-1 inh	Apaf-1 inh	hIAP block	ATG4B inh	mIAP activ	NLRP3 yeast inh
- COc1ccc(N2CCN(C(=O)COC(=O)/C=C/c3ccc(C(F)(F)F)cc3)CC2)cc1
→ -2	1.1	5	5	8	-10	-4	1	0
- O=Cc1cc2ccccc2nc1SCc1ccc(Cl)cc1
→ 4	0.86	50*	64*	15	14	5	0.96	14
- CCCNC(=O)OCC12CC3CC(CC(C3)C1)C2
→ 0	0.89	12	10	7	11	2	1	16
- C=CCNC(=O)c1cc(-c2ccccc2O)on1
→ 3	0.89	-17	-10	9	11	7	0.97	30
- COc1cc(S(=O)(=O)N(Cc2ccccn2)Cc2ccccc2Cl)ccc1-n1cnnn1
→ 3	0.75	29	23	14	25	-15	0.97	2
- CC(C)CCNC(=O)Cc1ccccc1[N+](=O)[O-]
→ 12	1.2	3	-5	-14	-18	6	0.88	-6
- CC(=O)Nc1ccc(S(=O)(=O)NNC(=O)COc2ccc(C)cc2)cc1
→ -2	0.95	-5	-9	0	5	10	1	0
- O=[N+]([O-])c1ccc(S(=O)(=O)N2CCN=C2SCc2cccnc2)cc1
→ 7	1.2	-5	25	-1	-24	-3	0.93	19
- Nc1cccc(C(=O)Nc2ccc(N)cc2Cl)c1
→ -12	1.3	-15	-2	-26	-28	-10	1.1	27
- CCOc1ccccc1CNS(=O)(=O)c1ccc(-c2cnc(C3CC3)o2)cc1
→ 10	1.1	-19	32	21	-7	-7	0.9	6
- COc1cccc(Nc2nc(-c3sc(C)nc3C)cs2)c1
→ -14	0.95	30	15	22	5	-14	1.1	25
- Cn1c(/C=C/c2ccc(Cl)cc2)c([N+](=O)[O-])c(=O)n(C)c1=O
→ -6	0.96	19	35	15	4	1	1.1	37
- COc1ccc2oc(C)c(C(N)=O)c2c1
→ -1	1.2	11	13	4	-15	2	1	3
- CCOC(=O)c1sc2nc(C)nc(SCC(=O)NC(C)CCc3ccccc3)c2c1C (centres undefined)
→ 6	0.94	-4	7	-1	6	3	0.94	4
- Cc1nc(C)n(CCNC(=O)c2ccco2)n1
→ -11	1.1	-7	-7	-5	-7	5	1.1	14

Further structures follow:
Value order: mIAP block	hIAP act	TIM10 inh	tim10-1 inh	Apaf-1 inh	hIAP block	ATG4B inh	mIAP activ	NLRP3 yeast inh
- O=C(COC(=O)c1ccco1)Nc1nc2ccc([N+](=O)[O-])cc2s1
→ 14	0.92	26	-25	-13	8	-9	0.86	22
- Cc1cccc2c(=O)c(C(=O)NCc3cccs3)c[nH]c12
→ -5	0.95	8	5	7	5	-16	1	-1
- O=C(CN1C(=O)C2CC=CCC2C1=O)Nc1nnc(SCc2ccc(F)cc2)s1 (centres undefined)
→ 5	1	11	10	-2	-4	-1	0.95	7
- Cc1ccccc1-n1nc2c(c1NC(=O)c1ccc3c(c1)OCO3)CS(=O)(=O)C2
→ 4	0.85	5	15	-1	15	3	0.96	1
- O=c1cc(-c2ccccc2)nc(SCc2ccc(F)cc2)[nH]1
→ 13	0.99	-8	16	14	1	9	0.87	0
- CN(C(=O)COC(=O)c1ccc(S(=O)(=O)N2CCOCC2)cc1)c1ccccc1
→ 2	0.95	6	12	0	4	-3	0.98	6
- COc1ccc(CN2CCNC(=O)C2CC(=O)NCCSc2nccn2C)c(OC)c1 (centres undefined)
→ -3	0.89	10	1	-24	11	10	1	16
- Cn1cc(S(=O)(=O)N2CCCC2)cc1C(=O)NCc1ccc(F)cc1
→ 0	0.95	5	1	16	5	3	1	15
- CC(=O)C(CC(=O)N1CCCc2ccccc21)C(=O)Nc1ccc(F)cc1 (centres undefined)
→ -4	1	-10	26	4	-1	7	1	13
- O=S(=O)(Nc1ccon1)c1ccc(F)c(F)c1
→ -12	0.85	-2	7	7	15	5	1.1	17
- CCOC(=O)c1cc2sc(C)cc2n1CC(=O)N1CCc2ccccc21
→ -2	0.96	3	3	11	4	-8	1	3
- C[C@H](CO)N1C[C@H](C)[C@@H](CN(C)C(=O)NC2CCCCC2)Oc2ccc(NS(C)(=O)=O)cc2C1=O
→ 2	0.93	-5	4	-3	7	-3	0.98	8
- COc1cccc(/C=C2\Oc3cc(OCC(=O)N4CCCCC4)ccc3C2=O)c1OC
→ 4	0.95	8	5	12	5	1	0.96	24
- C#CCOCCOCCOCCNc1nc(N2CCN(C(=O)C(Cc3ccc(O)cc3)n3cc(C(N)CC(C)C)nn3)CC2)nc(N2CCN(C(=O)C(Cc3ccc(O)cc3)n3cc(C(N)C(C)CC)nn3)CC2)n1 (centres undefined)
→ -4	0.98	7	-1	14	2	-21	1	11
- CCOc1ccc(NC(=S)NN(C)C(=S)Nc2ccc(OCC)cc2)cc1
→ 19	1.4	32	32	1	-37	-3	0.81	13

Copied from the list:
Cn1cc(S(=O)(=O)N2CCCC2)cc1C(=O)NCc1ccc(F)cc1 @ TIM10 inh: 5
COc1cccc(/C=C2\Oc3cc(OCC(=O)N4CCCCC4)ccc3C2=O)c1OC @ tim10-1 inh: 5

(more compounds)
Value order: mIAP block	hIAP act	TIM10 inh	tim10-1 inh	Apaf-1 inh	hIAP block	ATG4B inh	mIAP activ	NLRP3 yeast inh
- O=c1cc(NCc2ccccc2)[nH]c(=O)[nH]1
→ 2	1.3	6	-7	-16	-27	3	0.98	7
- Cc1ccc(C(=O)C2=C(O)C(=O)N(c3ncccn3)C2c2ccc(F)cc2)o1 (centres undefined)
→ 4	1.1	-2	3	-7	-10	7	0.96	-4
- Oc1ccc(-c2nnc(SCc3ccccc3)o2)cc1
→ 3	1.1	-22	-52	8	-5	6	0.97	11
- O=C(CCNC(=O)c1ccc(Br)cc1)NCC(c1ccco1)N1CCCCC1 (centres undefined)
→ -11	1	-15	-4	5	-4	0	1.1	17
- CCOC(=O)/C(=N\Nc1ncnc2ccccc12)c1ccc(OC)cc1
→ -1	0.93	6	-9	15	7	-10	1	31
- N#C/C(=C\c1ccccc1)C(=O)Nc1nncs1
→ 8	0.94	1	-6	-11	6	9	0.92	2
- Cc1ccc(C(NC(=O)c2ccccc2S(C)(=O)=O)c2ccccc2)cc1 (centres undefined)
→ 8	0.92	-3	4	8	8	-2	0.92	28
- CCc1nnc(NS(=O)(=O)c2ccc(NC(=S)NC(=O)/C=C/c3ccc(C(C)C)cc3)cc2)s1
→ 10	1.2	26	32	22	-24	33	0.9	18
- O=C1CC(c2cccc(Br)c2)c2cc3c(cc2N1)CCC3 (centres undefined)
→ -17	0.97	8	38	17	3	9	1.2	16
- COc1ccc(NS(=O)(=O)c2cccc(C(=O)OCC(=O)N3CCN(c4ccc(OC)cc4)CC3)c2)cc1
→ 3	0.99	1	1	19	1	-2	0.97	12
- Cc1ccc(S(=O)(=O)/N=C(\N)Nc2nc(C)c3cc(C)c(C)cc3n2)cc1
→ 19	0.7	26	35	-17	30	-17	0.81	15
- Cc1ccccc1N=CC=C1OC(C)(C)C(C)(C)O1
→ -95	0.91	1	16	17	9	-5	1.9	4
- O=C(NC1CC1)C1CC(=O)N(C2CCCCC2)C1 (centres undefined)
→ 6	0.98	-4	-9	-3	2	-4	0.94	1
- Cc1cc(=O)oc2cc(O[C@@H]3O[C@H](CO)[C@@H](O)[C@H](O)[C@H]3O)ccc12
→ -4	0.97	7	-15	-6	3	1	1	2
- CCOC(=O)C1(CC2CCCCO2)CCN(C(=O)Nc2ccccc2SC)CC1 (centres undefined)
→ 2	0.97	2	12	2	3	6	0.98	16

Continued.
Value order: mIAP block	hIAP act	TIM10 inh	tim10-1 inh	Apaf-1 inh	hIAP block	ATG4B inh	mIAP activ	NLRP3 yeast inh
- Cc1cnc(NC(=O)CCNC(=O)c2ccccc2Cl)s1
→ -4	1.1	-9	-2	-2	-7	-4	1	-4
- Cc1occc1C(=O)NNC(=S)NCC(C)C
→ -8	1.7	-11	-5	-7	-71	9	1.1	-3
- CCN(CC)c1ccc(CNC(=O)C/C(C)=N/NC(=O)COc2ccc(C)cc2Br)cc1
→ -5	1.6	0	23	29	-56	-27	1	9
- COc1ccccc1/C=C/C(=O)NCc1ccccn1
→ 14	1.1	5	11	-19	-8	-7	0.86	-8
- CCCCOC(=O)N1CCOCCOCCN(C(=O)OCCCC)CCOCCOCC1
→ -5	1.1	29	34	14	-15	-7	1	-1
- Nc1ccc(C#Cc2ccc3c(=O)c4ccccc4oc3c2)cc1
→ 0	0.95	9	21	3	5	5	1	22
- COc1ccc(OCCOc2ccc(/C=C3\C(=N)N4N=C(C)SC4=NC3=O)cc2)cc1
→ 2	0.85	1	-1	-15	15	1	0.98	14
- O=C(NNC(=O)C1CCCN(c2ncccn2)C1)c1ccncc1 (centres undefined)
→ 6	0.87	-3	14	-8	13	-11	0.94	8
- Cc1cccc(C(=O)Nc2c(C(=O)N3CCN(C)CC3)cnn2-c2ccccc2)c1
→ -4	0.88	3	7	-5	12	0	1	-9
- O=C(/C=C/c1ccccc1)NCCSCc1ccccc1Cl
→ -1	0.99	5	9	13	1	7	1	31
- COc1cc(/C=N/NC(=O)COc2ccc(C)cc2)ccc1OC(=O)c1cccs1
→ -1	0.91	23	17	28	9	-18	1	-13
- Cc1cc(-c2cccs2)c2c(N)c(C(=O)c3ccc4c(c3)OCO4)sc2n1
→ 21	1	29	36	13	-2	2	0.79	14
- CC(Sc1nc2ncc(Cl)cc2[nH]1)C(=O)c1c(N)n(C)c(=O)n(C)c1=O (centres undefined)
→ 4	1.1	-5	0	-1	-14	-11	0.96	19
- CONC(=O)C1CCN(C(=O)OCc2ccccc2)CC1
→ 2	0.85	-2	3	2	15	3	0.98	12
- CCCCOC(=O)CSc1nc2c(cc1C#N)C(=O)CC(C)(C)C2
→ 11	0.84	21	28	2	16	0	0.89	12

More compounds follow:
Value order: mIAP block	hIAP act	TIM10 inh	tim10-1 inh	Apaf-1 inh	hIAP block	ATG4B inh	mIAP activ	NLRP3 yeast inh
- CC1CN(C(=O)Nc2ccc(F)cc2)C2(CCCCCC2)O1 (centres undefined)
→ 2	1.2	6	14	1	-24	-8	0.98	3
- OCC1(O)OC[C@@H](O)[C@H]1O (some centres undefined)
→ 11	0.89	-3	1	-8	12	10	0.89	3
- Cn1cccc1Cc1nnc(SCC(=O)Nc2ccc3c(c2)OCO3)n1-c1ccc(F)cc1
→ 11	1.1	2	15	-4	-12	-3	0.89	13
- O=C(Nc1ccc(C(=O)N2CCCC2)cc1)c1ccccc1[N+](=O)[O-]
→ -3	1.1	-4	24	10	-12	2	1	0
- COc1ccccc1CCN=C(N)NS(=O)(=O)c1ccc(C)c(C)c1
→ -14	1	1	2	17	-3	-8	1.1	-6
- O=C1Nc2ccccc2C1C(C[N+](=O)[O-])c1ccccn1 (centres undefined)
→ 0	0.91	-14	-3	1	9	3	1	9
- CCC(=O)Nc1ccc(-c2cc(-c3ccccc3)nc(-c3ccc(NC(=O)CC)cc3)n2)cc1
→ 2	0.97	19	16	23	3	-3	0.98	28
- COc1cc(CC(=O)Nc2ccccc2N2CCOCC2)cc(OC)c1OC
→ 6	1.1	-3	-6	-5	-12	-4	0.94	16
- O=C(NCCN1CCOCC1)c1nn2c(c1Cl)NC(c1ccccc1)CC2C(F)(F)F (centres undefined)
→ -3	0.99	12	11	-14	1	-7	1	6
- Cc1ccc(C)c(N(CC(=O)N2CCCCCC2)S(C)(=O)=O)c1
→ 7	0.85	4	7	1	15	-1	0.93	-3

Some of these compounds in order of the hIAP block value, descending.
SMILES	hIAP block
N#C/C(=C\c1ccccc1)C(=O)Nc1nncs1	6
O=C1CC(c2cccc(Br)c2)c2cc3c(cc2N1)CCC3 (centres undefined)	3
CCOc1ccc(NC(=S)NN(C)C(=S)Nc2ccc(OCC)cc2)cc1	-37
